Screening results: PubChem, National Center for Advancing Translational Sciences (NCATS)
Nrf2 block: blocks Nrf2 signaling. actives 2.1% (n = 360,000). A549 ARE-Fluc reporter, luciferase luminescence, 18-24 h. Potency, µM (top dose mostly 46 µM), for inactives: at the top dose activity change, negative = inhibition, actives largely listed as inhibitors; note: potency is the fitted concentration of half-maximal effect; % is set by controls: 0 for no effect and ±100 for the full control effect; nearly all actives have a fitted effect of over 60% in size
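A549 ARE_Fluc cells, 5000/well, 5% FBS OPTI-MEM; compounds in dose-response, 18-24 h at 37 °C/5% CO2; CellTiter-Fluor viability read (Ex 405/Em 525), then BugLite luciferase luminescence = Nrf2 activity.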
CCT chaperon mod: modulators of cytosolic chaperonin (CCT/TRiC) activity. purified chaperonin ATPase assay, HTRF ADP detection, 30 min. activity change, % (no concentration beside the values), hits read low. actives 0.3% (n = 360,000). AID 651819; in the data active = activity change below about -30%; note: % is set by controls: 0 for no effect and ±100 for the full control effect
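Nucleotide hydrolysis assay: TRiC at 20–40 nM final (set by batch activity) with 10 uM ATP, 30 min at 37 °C, in presence of 76 uM compound. Detection by competitive ADP HTRF, 30 min ambient.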
EPAC2 antag: blocks human EPAC2 exchange factor | AID 720708 | Potency, µM (highest dose often 114 µM), without a hit: at the top dose activity, negative = inhibition, most hits filed as inhibitors | EPAC2 GEF exchange of Rap1B-BODIPY-GDP, fluorescence | actives 0.18% (n = 360,000) | Q8WZA2; note: potency is the fitted concentration of half-maximal effect; % is set by controls: 0 for no effect and ±100 for the full control effect; nearly all actives have a fitted effect of over 45% in size; many of its hits are not listed in these tables
Target sequence (Q8WZA2 whole entry, looked up): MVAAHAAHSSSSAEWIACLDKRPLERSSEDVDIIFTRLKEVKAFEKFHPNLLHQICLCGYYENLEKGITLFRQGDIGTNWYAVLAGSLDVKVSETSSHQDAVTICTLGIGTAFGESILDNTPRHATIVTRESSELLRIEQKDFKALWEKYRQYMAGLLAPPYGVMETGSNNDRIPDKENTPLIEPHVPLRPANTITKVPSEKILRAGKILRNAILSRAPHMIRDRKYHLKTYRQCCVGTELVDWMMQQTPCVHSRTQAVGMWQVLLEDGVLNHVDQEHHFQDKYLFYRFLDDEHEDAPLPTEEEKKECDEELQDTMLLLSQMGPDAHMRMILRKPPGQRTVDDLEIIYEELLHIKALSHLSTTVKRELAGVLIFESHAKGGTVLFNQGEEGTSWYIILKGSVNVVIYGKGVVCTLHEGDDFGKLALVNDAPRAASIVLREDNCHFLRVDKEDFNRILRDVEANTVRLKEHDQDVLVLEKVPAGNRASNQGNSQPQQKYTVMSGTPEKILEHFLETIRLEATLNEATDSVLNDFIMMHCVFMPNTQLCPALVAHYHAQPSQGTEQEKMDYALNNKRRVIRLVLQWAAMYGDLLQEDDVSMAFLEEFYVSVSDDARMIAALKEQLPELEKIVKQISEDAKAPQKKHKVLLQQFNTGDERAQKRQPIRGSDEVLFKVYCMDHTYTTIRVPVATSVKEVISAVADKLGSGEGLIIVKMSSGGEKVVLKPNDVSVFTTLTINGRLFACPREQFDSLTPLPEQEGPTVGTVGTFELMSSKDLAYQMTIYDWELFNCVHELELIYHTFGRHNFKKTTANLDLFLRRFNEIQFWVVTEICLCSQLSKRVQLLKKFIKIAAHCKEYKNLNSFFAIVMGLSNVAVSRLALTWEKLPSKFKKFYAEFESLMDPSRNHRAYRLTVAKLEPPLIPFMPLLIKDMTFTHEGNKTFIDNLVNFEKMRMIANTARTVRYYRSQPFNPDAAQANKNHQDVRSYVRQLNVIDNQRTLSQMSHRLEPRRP
TGFb SMAD3 inh: inhibitors of TGF-b signaling; HepG2 CAGA-GFP TGF-b/SMAD3 reporter, GFP fluorescence, 18 h; TGF-beta stimulated, 500 pg/mL final; Potency, µM (series often up to 46.1 µM), inactives show top-dose activity, negative = inhibition, hits mostly inhibitors; actives 1.2% (n = 410,000); AID 588855; note: potency is the fitted concentration of half-maximal effect; % is set by controls: 0 for no effect and ±100 for the full control effect; nearly all actives have a fitted effect of over 65% in size
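Smad-responsive CAGA-GFP expression was quantified in HEPG2 cells exposed to compounds and 500 pg/mL final TGF-beta for 18 h at 37 degrees C; unstimulated wells defined full inhibition.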
Akt phos inh: inhibitors of Akt phosphorylation | Neuro2A IGF-stimulated pAkt S473 HTRF, 20 min; hits give low values | activity change, % for hits at 50 µM | actives 0.32% (n = 360,000) | AID 651550; in the data active = activity change below about -80%; inconclusive = mostly about -51% to -80%; note: % is set by controls: 0 for no effect and ±100 for the full control effect
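Single-point screen (50 µM final compound) in Neuro2A cells stimulated 20 min with 6 nM IGF at 37 deg C. After lysis, Ser473-phosphorylated Akt read by HTRF (ex 330 nm, em 615/665 nm) as the 665/615 ratio.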
A549 viability: kills or reduces viability of A549 cells in Nrf2 counter-screen; A549 ARE-Fluc cells, CellTiter-Fluor viability, 18-24 h; Potency, µM (titrated, usually from 46 µM), for the others: at the highest dose activity change, negative = cytotoxicity, most hits filed as inhibitors; actives 0.16% (n = 390,000); AID 504648; note: potency is the fitted concentration of half-maximal effect; % is set by controls: 0 for no effect and ±100 for the full control effect
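A549 ARE_Fluc cells in 5% FBS OPTI-MEM were exposed to compounds in concentration-response for 18-24 h at 37 deg C. Viability was read by CellTiter-Fluor fluorescence (Ex 405/Em 525) after 30 min, before the luciferase read.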
EPAC2 agonist: agonists of human EPAC2 (RAPGEF4). Q8WZA2. EPAC2 activation, biochemical qHTS; response scale: 100% = 6.5 mM cAMP response. Potency, µM (doses to about 154 µM), inactives show at the top dose activation, actives largely listed as activators. actives 0.079% (n = 360,000). AID 720711; note: potency is the fitted concentration of half-maximal effect; nearly all actives have a fitted effect of over 50% in size
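Nucleotide exchange monitored as fluorescence drop when BODIPY-GDP leaves Rap1B. Reaction: 100 nM EPAC2, 250 nM RAP1B-BODIPY-GDP, 50 uM GDP, room temperature, kinetic read over 30 min. Activity expressed relative to 6.5 mM cAMP.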
MmCpn inh: M. maripaludis TRiC chaperonin inhibition | purified Mm-Cpn ATPase, ADP Transcreener TR-FRET | Potency, µM (doses to about 76.9 µM), without a hit: at the top dose activity, negative = inhibition, actives largely listed as inhibitors | actives 0.031% (n = 330,000) | AID 504842; note: potency is the fitted concentration of half-maximal effect; % is set by controls: 0 for no effect and ±100 for the full control effect; nearly all actives have a fitted effect of over 80% in size
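ATPase turnover read by TR-FRET ADP competition (Eu cryptate antibody/ADP-d2, 665/590 nm): 10uM ATP final, 25nM Mm-CPN final, 30 min 37degC after 10-min compound preincubation, pH 7.4 Tris/KCl/MgCl2/DTT buffer.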
Nrf2 ARE act: Nrf2 pathway activation | AREc32 ARE-luciferase reporter (MCF7-derived line), luminescence, 24 h | Potency, µM (series often up to 46.1 µM), for the others: top-dose activation, most hits filed as activators | actives 0.31% (n = 410,000) | AID 624171; note: potency is the fitted concentration of half-maximal effect; % of control where 0% means no effect; nearly all actives have a fitted effect of over 65% in size
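Each well held 1000 AREc32 cells, which were incubated with compound for 24 hr at 37 deg C after overnight attachment, and ARE reporter activity was quantified by firefly luciferase luminescence.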
* marks the source's active call; other numbers are inactive results; i = inactive; ? = inconclusive; · = no result given; [ ] = dose if it differs, or a comment. Unless noted, calls come from the whole dose curve; as a rule, active = well fitted curve in the direction sought with a large enough effect; inconclusive = small, poorly fitted or top-dose-only effect, or another doubt; inactive = no such curve, though single readings can be large; an effect the other way counts as inactive or inconclusive.

The line under a structure holds: Nrf2 block	CCT chaperon mod	EPAC2 antag	TGFb SMAD3 inh	Akt phos inh	A549 viability	EPAC2 agonist	MmCpn inh	Nrf2 ARE act
#1 O=C1CCC([N+](=O)[O-])C(c2cccc(Br)c2)N1 (configuration not stated)
  4.4%	-1.4	12.7%	-3.7%	i	0.6%	-0.6%	1.7%	0.2%
#2 NC(=O)C1(N2CCCCC2)CCN(C(=S)Nc2cccc(Cl)c2)CC1
  ?	0.2	-4.7%	0.0%	i	-5.2%	7.3%	-5.5%	-0.4%
#3 O=C(NCC1CC1)Nc1cccc(Cl)c1
  ?	0.4	3.3%	-10.8%	i	-2.0%	3.4%	0.5%	-0.4%
#4 Cc1cc(C)c2c(-n3cccc3)c(C(=O)NCCCN3CCCCC3C)sc2n1 (configuration not stated)
  7.9%	·	·	0.0%	·	17.6%	·	·	3.8%
#5 O=C(CSc1ncn(-c2ccccc2)n1)Nc1ccc2c(c1)OCCO2
  10.3%	-0.7	-4.2%	5.6%	i	7.0%	14.4%	1.3%	2.4%
#6 COC(=O)C1=C(C)N(CCc2c[nH]c3ccc(OC)cc23)C(=O)C1
  16.4%	-1.1	5.7%	-3.0%	i	3.7%	9.4%	2.5%	10.5%
#7 CCOc1ccc2nc(N(CCCN(C)C)C(=O)c3ccc4c(c3)CCCC4)sc2c1
  -6.0%	-1.3	-6.0%	?	i	-2.5%	9.3%	0.0%	3.7%
#8 COc1ccc(OC)c2sc(N(CCN(C)C)C(=O)/C=C/c3cccs3)nc12
  -8.9%	1.0	-12.9%	?	i	0.2%	0.9%	2.3%	17.0%
#9 O=C1C(=O)N(CCN2CCOCC2)C(c2ccccc2)/C1=C(\O)c1ccc2c(c1)OCCO2 (configuration not stated)
  7.6%	0.3	19.5%	6.9%	i	-0.9%	-1.3%	-2.5%	-0.7%
#10 COC(=O)c1ccc(OCC(O)CN(CC(C)C)CC(C)C)cc1 (configuration not stated)
  4.4%	-0.4	-5.3%	-5.4%	i	-9.1%	-43.7%[inhibitor]	0.3%	0.1%
#11 O=C(CCc1nc(-c2ccccc2)no1)NCc1ccccc1CN1CCOCC1
  -8.9%	-2.0	-0.6%	-4.0%	i	0.0%	-1.2%	-4.8%	-0.6%
#12 COC(=O)c1ccc(NC(=O)CSCc2ccccc2C)cc1
  ?	2.3	-7.8%	-4.7%	i	-18.4%	12.8%	-0.8%	-0.7%
#13 CCC1NC(=O)c2cc(S(N)(=O)=O)c(Cl)cc2N1 (configuration not stated)
  ?	1.4	-2.3%	-7.9%	i	-3.6%	-0.9%	1.2%	2.1%
#14 Cc1ccccc1CS(=O)(=O)c1ccc(C(=O)N2CCOCC2)cc1[N+](=O)[O-]
  ?	1.5	7.4%	-21.0%	·	-3.7%	4.4%	-0.4%	?
#15 CCCCC(c1nnnn1C1CCCC1)N1CCN(C2CCCC2)CC1 (configuration not stated)
  ·	-0.6	13.7%	17.1%	i	10.3%	-7.9%	-2.7%	-0.8%
#16 CC(Sc1nc(N)cc(=O)[nH]1)C(=O)Nc1cccc(Cl)c1 (configuration not stated)
  -7.3%	0.8	1.9%	-1.9%	i	1.5%	-5.6%	-0.9%	0.2%[9.22 µM]
#17 O=C(NCCc1ccc(S(=O)(=O)N2CCCC2)cc1)c1cccs1
  -15.4%	0.9	-2.2%	-4.2%	i	-4.3%	3.7%	1.9%	-0.7%
#18 CCn1nnc(NC(=O)c2cccnc2)n1
  3.7%	0.8	18.0%	0.0%	i	-5.6%	-0.2%	0.9%	-0.7%
#19 COC(=O)c1c(NC(=O)COC(=O)Cn2cnc3ccccc32)sc2c1CCCC2
  0.1%	-3.4	-5.8%	-8.9%	i	5.4%	-2.2%	-4.5%	3.7%
#20 CCC(C)C(=O)Nc1nc(C)c(-c2csc(Nc3cc(OC)ccc3OC)n2)s1 (configuration not stated)
  ?	0.1	2.1%	-28.3%	i	-7.7%	0.6%	-19.7%	0.4%
#21 CN1N=C(C(=O)N=c2sc3ccccc3n2C)CCC1=O
  ?	1.5	0.7%	-5.0%	i	1.0%	10.5%	·	3.2%
#22 O=C(O)Cc1ccc(-c2ccccc2-c2ccccc2)cc1
  ·	-1.8	-14.6%	3.6%	i	-4.4%	4.6%	-0.7%	-0.8%
#23 COc1ccc(-c2cn3nc(SCC(=O)NCC4CCCO4)ccc3n2)cc1 (configuration not stated)
  13.6%	0.9	6.6%	-20.8%	i	5.9%	5.3%	-3.8%	-0.6%
#24 Cc1cccc(C)c1N1CC(c2nc3ccccc3n2CC(=O)OC(C)C)CC1=O (configuration not stated)
  11.1%	·	·	?	·	-0.3%	·	·	-1.1%
#25 Nc1c(Br)cc2c(c1Br)C(O)c1ccccc1-2 (configuration not stated)
  -0.5%	0.7	11.2%	-1.2%	i	3.8%	7.8%	·	?
#26 COc1cc(OC)cc(-c2nnc(NC(=O)CCS(=O)(=O)c3ccccc3)o2)c1
  -4.9%	-0.2	-6.6%	-21.7%	i	-3.5%	-2.6%	-0.6%	9.2%
#27 C1=C(c2ccccc2)Nc2ncnn2C1c1ccccc1 (configuration not stated)
  12.4%	0.9	-9.0%	?	i	-2.1%	4.5%	·	7.08µM*
#28 CCC(=O)N1c2ccc(S(=O)(=O)CCC(=O)NC3CCCC3)cc2CC1C (configuration not stated)
  -19.5%	-2.2	1.0%	-10.7%	i	-6.4%	-2.9%	0.8%	0.0%
#29 Cc1ccccc1S(=O)(=O)NC1=NCCCCC1
  5.5%	-4.9	11.7%	6.5%	i	-6.5%	-3.9%	-0.9%	3.6%
#30 O=C(CCC(=O)N(CC(=O)NC1CCCCC1)Cc1cccs1)Nc1ccccn1
  3.2%	-4.2	0.6%	-10.3%	i	?	9.4%	0.8%	-0.5%
#31 O=C(COC(=O)C12CC3CC(CC(C3)C1)C2)Nc1ccc([N+](=O)[O-])cc1Cl
  1.7%	1.3	-2.1%	3.6%	i	10.5%	12.7%	2.4%	1.7%[9.22 µM]
#32 CCOc1cccc(/C=N/NC(=O)C2CCCC2)c1O
  13.1%	0.8	-5.5%	?	i	-0.8%	-5.1%	-4.6%	0.0%
#33 CCOc1ccc(NC(=O)Cn2nnc(C(=O)NCc3ccco3)c2N)cc1
  -15.1%	-1.5	5.0%	0.0%	i	1.4%	8.0%	1.1%	2.3%
#34 O=C(NCc1ccc(F)c(F)c1)C1CCC(=O)N(CCc2ccccc2)C1 (configuration not stated)
  7.3%	0.9	-8.6%	?	i	5.9%	2.4%	0.4%	-0.4%
#35 COc1ccc(OCc2nnc(SCC(=O)NC3CCCCC3)o2)cc1
  3.0%	1.3	5.0%	20.1%	i	3.5%	11.5%	-0.3%	0.0%
#36 Cc1cc(C)n2nc(SCC(=O)N/N=C/c3ccccn3)nc2n1
  11.1%	1.7	8.2%	19.7%	i	-2.0%	2.0%	0.1%	-0.7%
#37 COc1ccc(OC)c(/C=c2\sc3nc(-c4cccs4)nn3c2=O)c1
  -2.6%	-4.2	204.7%[activator]	-13.4%	i	-1.5%	100µM*	0.3%	0.3%
#38 Nc1ccccc1C(=O)NN=Cc1cccc([N+](=O)[O-])c1
  ·	0.2	1.7%	?	i	·	3.7%	·	?
#39 C=C(C)C1CCC2(C(=O)O)CCC3(C)C(CCC4C5(C)C(C=O)C(O)C(C)(C)C5CCC43C)C12 (configuration not stated)
  ?	-6.2	-2.4%	12.6µM*	i	?	4.1%	1.5%	0.3%
#40 CSc1nc(N)nc2c1ncn2CC(=O)N[C@H](C)c1cccc2ccccc12
  ?	-3.5	14.2%	0.6%	i	-10.2%	-5.0%	2.5%	0.7%
#41 O=C(CSc1ccc2ccccc2c1Br)Nc1cccc(S(=O)(=O)NC2=NCCCCC2)c1
  ?	0.0	7.6%	-18.7%	i	-2.2%	-1.2%	-28.8%	2.8%
#42 O=C1CC(N2CCN(c3ccc(F)cc3)CC2)C(=O)N1Cc1cccs1 (configuration not stated)
  6.8%	-4.0	0.8%	11.3%	i	-5.4%	2.1%	3.0%	-0.1%
#43 CCc1ccccc1N1CC23C=CC(O2)C(C(=O)OCC(C)C)C3C1=O (configuration not stated)
  0.0%	-2.8	7.5%	1.9%	i	-3.9%	8.0%	?	-0.2%
#44 COc1ccc(CCNC(=O)CCN2C(=O)COc3ccc(C)cc32)cc1OC
  -13.6%	2.1	21.8%	-13.9%	i	-1.8%	13.9%	-4.7%	0.1%
#45 Cc1ccc(C(=O)NCC(=O)Nc2ccncc2)cc1
  -8.2%	1.3	5.5%	-14.4%	i	-2.1%	1.3%	1.1%	-0.8%
#46 c1ccc(Cn2c(CSc3nnnn3-c3ccccc3)nc3ccccc32)cc1
  -1.2%	-7.2	0.6%	-0.7%	·	-0.7%	2.4%	0.9%	-0.7%
#47 O=C(CN(c1ccccc1F)S(=O)(=O)c1ccccc1)Nc1ccc2c(c1)OCCO2
  ?	-3.4	-5.6%	11.3%	i	2.3%	7.8%	-0.9%	0.5%
#48 Cc1ccc(NC2OC(CO)C(O)C(O)C2O)cc1 (configuration not stated)
  4.5%	1.5	7.1%	3.9%	i	0.6%	-0.5%	0.2%	-0.8%
#49 O=C1CC(NNc2ccccc2)C(=O)N1c1ccccc1 (configuration not stated)
  5.5%	0.2	-0.3%	-17.0%	i	4.8%	9.3%	-2.2%	2.4%
#50 CC(=O)c1sc(NC(=O)C(C)C)nc1C
  1.2%	2.6	8.8%	14.2%	i	-6.4%	-0.1%	?	0.3%
#51 CCc1ccc(NC2CC(=O)N(c3ccc(OC)cc3OC)C2=O)cc1 (configuration not stated)
  -11.8%	-1.6	3.5%	-1.1%	i	1.1%	15.5%	-0.1%	-0.3%

The list is partial; the hit share may differ from the screen's.
